XIAP antagonists – XIAP antagonists, biochemical, IAP family, fluorescence polarization (AID 1018) | XIAP BIR domain, fluorescence polarization peptide displacement; higher % means a stronger effect | hit rate 0.007% among 200,000 | displacement, % at 20 µM; hits with a dose series show IC50 in µM; in the data active means displacement above about 50%; further: a part of the inactive calls stands beside numbers as strong as those of hits
Hep lipid drop – inhibitors of hepatocyte lipid droplet formation, primary screen, imaging, high-throughput imaging, BODIPY stain; hit rate 0.4% among 240,000; AID 1656, 2009; inhibition, % at 6.5 µM; AML12 mouse hepatocytes, oleate lipid droplets;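 active means lipid droplet intensity inhibited by at least 50%, with more than 500 cells counted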
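Assay system: AML12 hepatocytes (mouse) / Also added: 100 µM oleic acid challenge / Times: overnight treatment with compound plus oleate / Detection: high-content imaging of BODIPY-stained droplets and DAPI nuclei / Evaluation: % inhibition of lipid droplet signal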
WT yeast gro inh – growth inhibition of WT strain, primary screen, mitochondrial fusion inhibitor project, WT and mutant strains, chemical genetic | mitochondrial fusion phenotypic screen | inhibition, % at 10 µM | hit rate 2.1% among 190,000 | AID 1362, 2008; in the data active means inhibition above about 58%; tested in S. cerevisiae
bCat nuc transl – modulators of beta-catenin nuclear translocation, primary screen, imaging, HeLa cells, immunofluorescence, high-content. nuclear translocation activity, % at 5 µM. hit rate 0.3% among 190,000. AID 1665, 2009;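 active means nuclear translocation activity above 50% at 5 µM, with a well cell count of 50 or more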;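 further: per-cell ratio of nuclear to cytoplasmic median beta-catenin stain intensity; plate controls were DMSO negative control for no effect and GSK-3 inhibitor IX positive control for full effect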
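Signal – beta-catenin immunofluorescence imaging with DAPI · Test system – human HeLa cell line · Dosing – 5 µM primary single dose, 0.1% DMSO, 0.02–20 µM confirmation series · Measure – % activation, nuclear-to-cytoplasmic median beta-catenin signal ratio per cell · Incubation – 24 h compound exposure at 37°C, 5% CO2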
Autophagy HCS – autophagy modulators in MEF cells, primary screen, imaging, high-content, MEF GFP-LC3. MEF GFP-LC3 puncta imaging; test concentration mostly 10 µM. calls only at 10 µM (by protocol). hit rate 0.98% among 190,000. AID 463193, 2010;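 active means percentage of spot-positive cells more than 3 SD above its plate mean, without a fluorescence outlier flag or 80% toxicity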;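 further: spot-positive cell cutoff set from DMSO-treated cells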
MT stabilizer – microtubule stabilizers in HeLa cells, primary screen, imaging, high-content imaging; hit rate 0.83% among 200,000; HeLa tubulin immunostaining HCS, 24 h; share of cells brighter than vehicle mean+2SD; % tubulin-high responders, % at 10 µM;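 active means plate Z-score above 3 for both tubulin-high and condensed-nucleus cell shares, with cell loss under 80%, at 10 µM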;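 further: anti alpha tubulin signal scored within the nucleus-defined area of each cell; some results filed as inactive read as strong as hits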
Insulin prom up – insulin promoter activators in MIN6 cells, imaging, high-content screening, mouse beta cells | hit rate 0.3% among 190,000 | z-score at 5 µM | MIN6 insulin promoter-GFP reporter; hits give high values;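 active means z-score above 3 at 5 µM with at least 500 cells counted in the well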
ER stress rescue – rescue of cells from ER stress-induced death, primary screen, 384-well, CSM14.1, thapsigargin, ATP luminescence (AID 1222). CSM14.1 thapsigargin-induced death rescue, ATP luminescence; higher % means a stronger effect. cellular ATP content (survival), % at 20 µM; hits with a dose series show EC50 in µM. 190,000 tested, under 10 active;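 active means EC50 below 50 µM in the dose-response confirmation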;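 further: death triggered by thapsigargin at about 15 µM added after 2 h compound pretreatment; cell ATP read after overnight thapsigargin exposure of roughly 18 to 22 hours; normalized against plate controls of thapsigargin alone and 5% DMSO vehicle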
Dynein transport – inhibitors of GR-EGFP nuclear translocation, primary screen, dynein cargo transport inhibitor project, imaging, high-content, 3617.4 mouse cells; test concentration mostly 20 µM; stimulated with dexamethasone, 1 µM; hits give low values; AID 1381, 2008; hit rate 0.47% among 220,000; z-score, hits read low;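 active means plate z-score of nuclear minus cytoplasmic receptor signal below a set negative limit, without overly bright fluorescence or cell loss, cut at about -3.5 in these data, passing the limit was not always enough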;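 further: z-score of nuclear minus cytoplasmic ring GR-EGFP intensity difference per well; some compounds called inactive have numbers as strong as hits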
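Buffer or medium – tet-free medium with charcoal-stripped serum · Signal – automated 10x imaging of fixed Hoechst-stained cells · Also added – dexamethasone agonist, 1.0 µM final, for 30 min · Incubation – induction 48 h, compound 1 h, agonist 30 min · Read-out – GR-EGFP nuclear translocation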
WT yeast gro inh mutant strain – second read-out of WT yeast gro inh, no call of its own (marks repeat the call); inhibition, %; mitochondrial fusion phenotypic screen, mutant strain inhibition
Dynein transport cytoplasmic EGFP – also measured in Dynein transport; calls as there; z-score; measured here: cytoplasmic GR-EGFP intensity; hits give high values
Dynein transport nuclear GR-EGFP – second read-out of Dynein transport, no call of its own (marks repeat the call); z-score; measured here: nuclear GR-EGFP intensity;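 lower value marks the stronger effect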
Dynein transport cell count – further read-out of Dynein transport, marked with its call; z-score; measured here: cell count per field
Insulin prom up cell count – further read-out of Insulin prom up, marked with its call; cell count; measured here: cytotoxicity, nuclei count;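 total cells summed across four imaged fields per well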
Hep lipid drop cells 6.5 µM – recorded beside Hep lipid drop, whose call it bears; cell count; measured here: cell count, cytotoxicity flag;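 cells counted across two imaged fields per well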
bCat nuc transl cell count 5 µM – also measured in bCat nuc transl; calls as there; cell count; measured here: cell count, cytotoxicity flag
MT stabilizer Hoechst-high % – second read-out of MT stabilizer, no call of its own (marks repeat the call); % Hoechst-high responders; measured here: nuclear condensation Hoechst responders;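 share of cells brighter than vehicle mean plus two SD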
MT stabilizer cytotoxicity % – also measured in MT stabilizer; calls as there; toxicity, %; measured here: cytotoxicity by cell density;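 0% = mean cell density of plate MIN control wells and 100% = no cells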
Autophagy HCS cell loss 18 h – further read-out of Autophagy HCS, marked with its call; toxicity, %; measured here: cell loss, nuclei count;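 cell loss after 18 h compound exposure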
Active calls of the source: *; i = inactive; / = not tested or not shown. Compounds were not picked by outcome; any-hit rate near 4%.

SMILES	XIAP antagonists	Hep lipid drop	Hep lipid drop cells 6.5 µM	WT yeast gro inh	WT yeast gro inh mutant strain	bCat nuc transl	bCat nuc transl cell count 5 µM	Autophagy HCS	Autophagy HCS cell loss 18 h	MT stabilizer	MT stabilizer Hoechst-high %	MT stabilizer cytotoxicity %	Insulin prom up	Insulin prom up cell count	ER stress rescue	Dynein transport	Dynein transport cytoplasmic EGFP	Dynein transport nuclear GR-EGFP	Dynein transport cell count
O=C(NNC(=O)c1ccc([N+](=O)[O-])cc1Cl)c1ccncc1	-13%	-6	627	2	16	-0.4	1102	i	2	2.2	1.5	8.1	0.08	1576	-1.7%	-0.4	-0.21	-0.14	-0.35
OC(CN1CCN(Cc2ccc3c(c2)OCO3)CC1)c1c[nH]c2ccccc12 (stereo not drawn)	-3.5%	/	/	-5	-5	-1.4	1302	i	-4	3.9	1.5	12	-0.86	1605	-3.0%	0.93	-0.16	0.48	-0.0025
O=c1c2ccsc2ncn1Cc1cccc(C(F)(F)F)c1	-3.1%	/	/	25	-3	-0.5	1357	i	-1	0.6	1.3	12	0.57	1431	-0.9%	-0.74	-0.16	-0.4	0.57
O=c1[nH]c(=S)[nH]c2sccc12	-4.7%	-4	721	-17	5	3.2	1097	i	3	2.4	3.1	8.6	-0.3	1371	1.4%	-0.24	-0.31	0.25	-0.13
COc1ccc(N2CCN(C(=O)C3CCC(Cn4c(=S)[nH]c5ccccc5c4=O)CC3)CC2)cc1 (stereo not drawn)	-8.5%	-16	771	41	21	-0.1	1032	i	3	4.5	0.9	3.1	-3.4	939	-1.4%	0.15	-0.15	0.62	-1.1
O=C(Oc1ccc([N+](=O)[O-])cc1)c1ccc(Cl)c(S(=O)(=O)N2CCCCC2)c1	-4.2%	-3	423	11	14	0.5	1095	i	-7	2.9	2.2	2.1	-0.34	1430	-1.2%	-3.1	0.13	-1.4	-0.0011
CCOc1ccccc1CNc1nc2nc3c(c(=O)n2[nH]1)CCC3	-4.3%	0	771	-4	29	-1.0	1079	i	0	2.2	1.8	18	0.03	1287	1.5%	2.1	-0.22	2	-1.4
Cc1cccc(N2CCN(Cc3cc(=O)n4ccsc4n3)CC2)c1C	-0.4%	/	/	30	4	-1.7	1380	i	1	3.6	2.3	5.7	-0.57	1441	-0.9%	-0.25	0.037	0.07	-0.099
COc1cc(Cc2ccc(N)c(OC)c2)ccc1N	-4.4%	0	745	-2	-8	4.7	577	i	1	3.5	1.6	12	0.43	1361	-1.7%	-0.43	-0.22	0.37	0.63
Cc1ccc(SCC(=O)n2nc(C)cc2C)cc1	2.7%	4	714	0	1	-0.7	921	i	-3	2.8	3.1	5.3	-0.12	1199	-1.9%	-0.055	-0.32	-0.21	0.086
COc1ccc(NC(=S)N(CCN(C)C)Cc2cccs2)cc1	-6.2%	9	758	11	13	-0.7	1024	i	3	3.0	1.5	16	0.14	1304	-1.6%	1.3	-0.013	1.7	-1.4
Cc1ccc(N(CN2CCCC2=O)C(=O)c2ccc(OC(C)C)cc2)cc1	-3.9%	2	702	-9	-7	-0.9	1020	i	31	4.1	2.9	13	0.16	1988	-2.0%	0.94	-0.4	0.36	-0.15
OCCC1CN(Cc2cccc(OC3CCCC3)c2)CCN1Cc1ccsc1 (stereo not drawn)	-7.9%	-8	578	16	15	-0.6	959	i	14	4.1	2.2	5.6	-0.65	1381	-2.0%	-0.86	-0.025	-0.29	0.42
Cc1ccc(S(=O)(=O)CC2CSc3nc(N)cc(=O)n32)cc1 (stereo not drawn)	-2.6%	/	/	18	26	-4.9	1003	i	19	3.5	3.9	8.3	-0.25	1289	-1.0%	-0.22	-0.21	0.13	0.18
NC(=O)NC(=O)CSc1nc(C2CCCCC2)n(-c2ccccc2)n1	-7.9%	17	630	6	22	/	/	i	2	3.8	3.2	2.6	0.81	1412	5.3%	0.35	-0.3	-0.17	-0.71
CCN(CC)CCNC(=O)c1ccc(Cl)c(S(=O)(=O)Nc2ccccc2OC)c1	-0.6%	/	/	3	-1	0.7	1416	i	-1	2.8	1.8	2.8	0.34	1382	0.9%	0.046	-0.32	0.16	0.47
Cc1ccc(C)n1-c1ccc(-c2nnco2)cc1	-4.2%	/	/	-7	-16	0.7	829	i	-12	6.5	2.0	5.9	0.67	946	-3.7%	-0.51	-0.091	-0.21	0.94
COc1ccc(O)c(C(=O)c2cnc3c(c2)c(=O)[nH]c(=O)n3C)c1	-1.9%	-8	458	31	-6	-0.5	887	i	-12	3.0	4.0	12	/	/	-2.0%	0.74	-0.26	0.26	-0.65
Cn1c(=O)c(=O)n(C)c2cc(S(=O)(=O)N3CCCCC3)ccc21	-3.1%	3	647	6	1	-0.1	1113	i	-8	3.7	1.7	7.3	-0.49	1157	/	-0.032	-0.15	0.5	1.5
O=C(CC(NS(=O)(=O)c1ccc(Cl)cc1)c1ccco1)N1CCc2ccccc21 (stereo not drawn)	-20%	-10	794	13	18	-0.4	1236	i	6	1.1	2.0	9.8	0	884	1.3%	-0.39	-0.27	-0.37	0.35
O=S(=O)(c1ccc2ccccc2c1)N1CCN(Cc2ccccn2)CC1	9.0%	-4	727	-10	-22	-0.3	1524	i	-9	4.9	3.5	9.2	0.22	1706	2.4%	0.57	-0.25	-0.24	0.092
Cc1cc(O)c(/C=N/Nc2cccc(Cl)c2)c(=O)o1	-4.4%	/	/	45	7	-0.4	1357	i	4	1.8	1.4	5.9	-0.18	1587	-2.3%	0.46	-0.23	0.99	-0.14
COc1cccc(CNCCO)c1OCc1ccccc1Cl	-4.2%	-12	588	-3	8	/	/	i	-8	5.1	2.1	7.9	-0.58	1325	-0.4%	0.98	-0.14	0.73	0.36
Cc1c(C(=O)Oc2cccc3cccnc23)oc2ccccc12	-6.7%	/	/	-5	1	-0.5	1532	i	1	2.0	3.0	2.6	0.56	1444	-2.3%	-0.025	-0.24	0.2	-0.02
COc1ccccc1OCC(=O)N/N=C/C=C/c1ccc([N+](=O)[O-])o1	-7.3%	5	574	7	11	4.0	949	i	11	7.7	1.7	7.4	/	/	-2.4%	-0.54	0.47	-0.26	0.037
Carrying on.
SMILES	XIAP antagonists	Hep lipid drop	Hep lipid drop cells 6.5 µM	WT yeast gro inh	WT yeast gro inh mutant strain	bCat nuc transl	bCat nuc transl cell count 5 µM	Autophagy HCS	Autophagy HCS cell loss 18 h	MT stabilizer	MT stabilizer Hoechst-high %	MT stabilizer cytotoxicity %	Insulin prom up	Insulin prom up cell count	ER stress rescue	Dynein transport	Dynein transport cytoplasmic EGFP	Dynein transport nuclear GR-EGFP	Dynein transport cell count
CCO[C@H]1OC(C(=O)N2CCOCC2)=C[C@@H](c2ccccc2)[C@@H]1CCCO	-15%	-46	733	-2	0	0.5	991	i	32	1.3	1.1	3.1	1.5	1427	3.0%	0.95	-0.074	0.95	-1.9
O=C(CC1C(=O)NCCN1C/C=C/c1ccccc1)NCCc1cccnc1 (stereo not drawn)	-5.2%	2	718	4	3	0.0	1556	i	-21	1.7	1.5	4.2	-0.43	1710	2.5%	-1	-0.28	-0.44	0.88
O=C(c1ccc2c(c1)OCO2)C1CCCN(C(=O)NCc2ccccc2)C1 (stereo not drawn)	-5.2%	22	673	15	-8	-0.2	1565	i	-12	1.5	2.4	5.4	/	/	-0.4%	-0.069	-0.11	-0.13	-1.5
Cc1[nH]n(-c2ccccc2)c(=O)c1N=Nc1ccccc1O	-1.8%	11	749	0	-9	1.1	1038	i	4	/	/	/	-1.4	1234	1.6%	-0.69	-0.16	-0.035	0.78
O=C(CSc1nnc(Cc2ccccc2)o1)N1CCCC1	-6.0%	3	680	18	7	3.4	1027	i	0	4.1	3.3	6.7	0.26	1078	-0.4%	0.41	-0.35	0.4	-0.12
CC(O)CCc1ccc(O)cc1 (stereo not drawn)	-17%	0	677	-18	12	-1.5	1116	i	1	2.3	2.0	6.4	1.1	1217	/	0.91	0.77	0.36	-1.5
COc1ccc(/C=N/N(C)c2cc(=O)n(C)c(=O)[nH]2)cc1OC	-4.3%	13	756	8	0	-0.1	1523	i	10	1.9	1.2	2.8	-1.4	1503	1.3%	2.3	-0.3	0.5	-0.83
CC(C)CC(NC(N)=O)C(=O)Nc1cccc([N+](=O)[O-])c1 (stereo not drawn)	-6.9%	17	755	-10	6	-1.1	1088	i	1	6.8	1.0	4.3	-0.17	1193	-1.6%	-0.37	-0.3	-0.42	0.73
CN(C(=O)CC1C(=O)NCCN1CC1CCCCC1)C1CCOCC1 (stereo not drawn)	/	-4	724	/	/	0.4	1252	/	/	/	/	/	-0.27	1103	/	-1	-0.19	-0.58	1.3

Screens as filed in PubChem BioAssay.
